Compound activity from PubChem.
GPR55 LPI antagonism = GPR55 antagonists blocking LPI-driven arrestin recruitment, primary screen, imaging, U2OS, beta-arrestin-GFP, LPI agonist (AID 2013). U2OS GPR55 beta-arrestin-GFP translocation imaging, LPI antagonism; higher % means a stronger effect. inhibition, % at 10 µM, or IC50 in µM where a hit was titrated. 290,000 tested, 0.13% active;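 active means spots per cell inhibited over 60%, with over 100 cells counted and total cytoplasm intensity under 500,000; inconclusive means wells with under 100 cells, flagged as likely toxic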;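 further: U2OS cells stably carrying GPR55 and arrestin-GFP stimulated by 5 µM LPI near EC80; imaged beta-arrestin-GFP aggregate spots per cell after agonist stimulation; plate controls were LPI-stimulated DMSO wells for no effect and DMSO wells without LPI for full effect; some results filed as inactive read as strong as hits; confirmed hits need IC50 under 10 µM and bright autofluorescent wells are also inconclusive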
GPR35 antagonists = GPR35 antagonists blocking zaprinast-driven arrestin recruitment, primary screen, imaging, U2OS, beta-arrestin-GFP, zaprinast agonist (AID 2058). G-protein coupled receptor 35 (Homo sapiens). U2OS GPR35 beta-arrestin-GFP translocation imaging, zaprinast antagonism; higher % means a stronger effect. one-dose inhibition, % at 10 µM; IC50 in µM for titrated hits. 290,000 tested, 0.052% active;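 active means inhibition of at least 50% with at least 30 cells and total cytoplasm GFP at most 10,000,000; inconclusive means under 30 cells or total GFP of 10,000,000 plus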
GPR55 activation = GPR55 agonists via beta-arrestin recruitment, primary screen, imaging, U2OS cells, beta-arrestin-GFP redistribution (AID 1961). 290,000 tested, 0.048% active. G-protein coupled receptor 55 (Homo sapiens). activation, % at 10 µM, or EC50 in µM where a hit was titrated. U2OS GPR55 beta-arrestin-GFP redistribution imaging; higher % means a stronger effect;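 active means activation above 40% with more than 50 cells counted in the well; inconclusive means wells holding fewer than 50 cells, flagged as toxic or sparse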;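 further: U2OS osteosarcoma cells stably expressing GPR55 and beta-arrestin-GFP; plate controls were DMSO negative control for no effect and LPI positive control for full effect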
KOR beta-arrestin-1 = KOR agonists, beta-arrestin recruitment, primary screen, cell-based, luminescence, uHTS (AID 1777); 280,000 tested, 0.02% active; KOR beta-arrestin recruitment, luminescence; higher % means a stronger effect; one-dose activation, % at 10 µM; EC50 in µM for titrated hits; Kappa-type opioid receptor (Homo sapiens); in the data active means activation above about 50%, passing the limit was not always enough; further: a part of the inactive calls stands beside numbers as strong as those of hits
West Nile antiviral = West Nile virus antiviral activity, cell-based, CPE readout (AID 1621) | West Nile virus-infected cells, CPE inhibition; higher % means a stronger effect | one-dose CPE inhibition, % at 10 µM; IC50 in µM for titrated hits | 290,000 tested, 0.02% active; in the data active means a potency from the dose series; inconclusive means CPE inhibition mostly from about 3.7% at the one dose, without a potency; inactive means the rest, 99 in 100 with CPE inhibition below about 2.2%; further: strong numbers were not always called active
Salmonella PhoP GFP = inhibitors of PhoP regulon expression, primary screen, Salmonella Typhimurium, GFP reporter (AID 1863); one-dose inhibition, % at 50 µM; IC50 in µM for titrated hits; S. Typhimurium PhoP-regulated promoter GFP reporter, 4 h; higher % means a stronger effect; 300,000 tested, 0.16% active;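 active means inhibition over 29.93%, a cutoff 3 SD above the screen mean, later confirmed by dose response; inconclusive means inhibition over 29.93% but no dose response follow-up; inactive means inhibition at most 29.93% or unconfirmed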;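 further: 0% = low Mg2+ inducing control and 100% = high Mg2+ repressing control; strong numbers were not always called active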
NTR1 ag = agonists of NTR1, primary screen, imaging, U2OS cells, beta-arrestin-GFP, high content (AID 493036). Neurotensin receptor type 1 (Homo sapiens), P30989. NTR1-U2OS beta-arrestin-GFP spot imaging, agonist mode. activation, % at 20 µM. 330,000 tested, 0.17% active;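 active means activation at or above 40% of the spot to cytoplasm intensity ratio, with at least 20 cells analyzed; inconclusive means wells under 20 cells, flagged as cytotoxic or low count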;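 further: 0% = DMSO without peptide and 100% = 100 nM NTR1 peptide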
Target sequence (P30989 whole entry, looked up): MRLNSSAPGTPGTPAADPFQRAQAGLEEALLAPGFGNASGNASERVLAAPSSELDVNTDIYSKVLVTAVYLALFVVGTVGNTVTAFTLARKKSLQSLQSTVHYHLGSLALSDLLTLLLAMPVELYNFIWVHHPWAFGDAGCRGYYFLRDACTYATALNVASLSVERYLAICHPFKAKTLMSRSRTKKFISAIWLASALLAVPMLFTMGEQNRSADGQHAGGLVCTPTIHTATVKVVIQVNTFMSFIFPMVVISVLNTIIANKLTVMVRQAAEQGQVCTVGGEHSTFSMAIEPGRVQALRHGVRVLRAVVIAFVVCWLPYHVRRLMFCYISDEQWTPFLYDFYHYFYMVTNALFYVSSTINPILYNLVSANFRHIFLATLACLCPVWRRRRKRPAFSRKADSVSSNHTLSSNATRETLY
T cell HTS = modulators of CD8 T cell-vesicle binding, primary screen, mouse 2C CD8+ T cells, flow cytometry; 330,000 tested, 0.068% active; 2C CD8+ T cell-vesicle binding; hits give low values; AID 2052, 2009; calls only at 7 µM;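 active means response, share of CD8 T cells binding vesicles, and their 90th percentile fluorescence all below set limits, cut at about 80% in these data, passing the limit was not always enough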
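incubation = binding step 1.5 h, 37 °C, antibody labelling 20 min, ice | test system = 2C mouse CD8+ T cells | read-out basis = percent CD8+ FL2 mean versus row control | controls = Peptide-free naked vesicles (low) and QL9 vesicles with 0.7% DMSO vehicle (high) | detection = flow cytometry of vesicle-bound cells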
KOR beta-arrestin-2 = KOR antagonists, beta-arrestin recruitment, cell-based, luminescence, uHTS (AID 1778); KOR beta-arrestin recruitment, luminescence, antagonist mode; higher % means a stronger effect; inhibition, % at 10 µM; hits with a dose series show IC50 in µM; 290,000 tested, 0.091% active; in the data active means inhibition above about 50%; further: strong numbers were not always called active
T cell HTS vesicle-bound % = recorded beside T cell HTS, whose call it bears; double positive events, %; measured here: CD8+ vesicle-bound cell fraction;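 binding gate set so that unloaded-vesicle control wells show 10% double positive cells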
NTR1 ag cell count 20 µM = also measured in NTR1 ag; calls as there; cell count; measured here: cell count, cytotoxicity flag
Numbers without * were called inactive; i = inactive; ? = inconclusive; nt = not tested or not shown; [ ] = another dose, or the depositor's remark.

SMILES	GPR55 LPI antagonism	GPR35 antagonists	GPR55 activation	KOR beta-arrestin-1	West Nile antiviral	Salmonella PhoP GFP	NTR1 ag	NTR1 ag cell count 20 µM	T cell HTS	T cell HTS vesicle-bound %	KOR beta-arrestin-2
COc1ccccc1CCC(=O)N1CCN(C(=O)c2ccccc2)CC1	4%	18%	-0.1%	-2.3%	0.3%	-1%	-0.1	81	i	62	-9%
Cc1cc(SCC(=O)OCC(=O)NC(C)c2ccccc2)c(C)cc1Br (stereo unspecified)	9%	3%	-0.1%	2.3%	0.8%	-2%	0.2	54	i	42	18%
O=C(CNc1cccc2ccccc12)N/N=C/c1cccc(Oc2ccccc2)c1	-6%	11%	0.6%	15%	2.5%	-7%	20	80	i	56	-9%
Cc1oc(C(C)(C)C)cc1C(=O)Nc1ccc(N2CCOCC2)cc1	-4%	1%	-0.6%	-1.0%	-0.5%	3%	-0.7	33	i	26	0%
CCc1ccc(NC(=O)C2CCCN(S(C)(=O)=O)C2)cc1 (stereo unspecified)	-11%	9%	-0.1%	-1.9%	0.2%	-1%	-0.9	41	i	35	8%
Cc1ccc(-n2cc(CN3CCN(Cc4nccn4C)CC3)c(-c3ccc(F)cc3)n2)cc1	4%	-12%	-0.1%	nt	1.1%	-2%	-1.5	79	i	56	-36%[20 µM]
CCCNc1ncccc1C(N)=O	8%	-10%	-0.1%	-2.5%	0.3%	-4%	-0.9	72	i	11	-2%
CN1C(C(=O)NCc2ccco2)CC2Cn3c(nc4cc(Cl)c(Cl)cc43)C21 (stereo unspecified)	-4%	12%	-0.1%	nt	-0.5%	-2%	-1.9	92	i	29	-8%
O=C(NCCCN1CCOCC1)C1CCC(=O)N1C1CCCCC1 (stereo unspecified)	10%	2%	-0.1%	-1.4%	0.2%	-3%	0.0	42	i	25	-15%
CC(=O)c1ccc(NC(=S)Nc2ccn(Cc3ccc(Br)cc3)n2)cc1	2%	-13%	-0.2%	-6.4%	-0.6%	1%	1.3	43	i	45	-18%
Cc1onc(-c2c(Cl)cccc2Cl)c1C(=O)N1CCSCC1	10%	4%	-0.4%	-3.4%	0.1%	-9%	1.4	55	i	36	4%
O=C(C1CCN(S(=O)(=O)c2cccc3cccnc23)CC1)N1CCN(c2ccccn2)CC1	-2%	-7%	-0.1%	5.9%	nt	-3%	-1.9	77	i	nt	9%
Cc1ccc(C)c(CN2C(=O)C3CCCN3c3ccc(C#N)cc32)c1 (stereo unspecified)	2%	8%	0.5%	0.2%	-0.4%	9%	-0.5	76	i	14	4%
O=C(c1cc(Cl)ccc1[N+](=O)[O-])n1cnc2ccccc21	7%	-8%	0.0%	-2.7%	-0.5%	-14%	3.4	47	i	47	-1%
O=[N+]([O-])c1cc([N+](=O)[O-])c2cccnc2c1Oc1ccccc1O	0%	-33%	-0.3%	-6.2%	0.0%	11%	nt	nt	i	46	-12%
CCN1CCN(C(CNS(=O)(=O)c2ccc(C)cc2)c2ccccc2)CC1 (stereo unspecified)	-3%	4%	-0.2%	-4.6%	-0.4%	nt	-1.0	59	nt	nt	31%
Cn1c(=O)n(CC(=O)O)c(=O)c2c1nc1n2CCCN1Cc1ccccc1	6%	2%	1.1%	-2.8%	0.2%	7%	1.9	52	i	63	-12%[20 µM]
Cc1sc2nc(SCC(=O)NCc3ccco3)[nH]c(=O)c2c1C	-10%	2%	-0.1%	-1.1%	0.1%	-1%	1.7	59	i	42	44%
COc1ccc(C(=O)CSc2nnc(CN3CCCCC3)n2-c2ccc(F)cc2)cc1	5%	2%	0.2%	0.3%	-1.3%	7%	1.1	77	i	58	-6%
O=C(c1ccc(F)cc1)N1CCN=C1c1ccccc1	6%	4%	0.2%	-3.8%	-0.2%	-5%	0.7	46	i	33	22%
CC1CCCCN1S(=O)(=O)c1coc(C(N)=O)c1 (stereo unspecified)	-4%	3%	-0.1%	0.4%	0.3%	3%	-0.5	33	i	64	-29%
Cc1c(Cl)cnc(NC(=O)COC(=O)c2cccc(S(=O)(=O)N3CCc4ccccc4C3)c2)c1Cl	0%	21%	0.7%	-3.5%	-0.4%	-19%	1.1	42	i	43	15%
C=CCn1c(SC2CCOC2=O)nc2sc(CC)cc2c1=O (stereo unspecified)	4%	7%	0.2%	-0.3%	-0.2%	-5%	1.9	70	i	58	-14%
c1ccc(-c2csc(-n3cnnn3)n2)cc1	16%	16%	0.0%	14%	0.3%	9%	2.0	64	i	36	45%
COc1cc(NS(=O)(=O)c2ccc(NC(=O)C3CCCO3)cc2)nc(OC)n1 (stereo unspecified)	0%	-10%	-0.1%	-1.5%	1.2%	13%	0.6	61	i	25	7%
Cc1ccc(-n2c(-c3cnccn3)n[nH]c2=S)cc1	11%	1%	-0.1%	-6.7%	0.3%	5%	0.6	42	i	38	15%[20 µM]
O=C(COc1cc2oc(=O)cc(-c3ccccc3)c2cc1Cl)NCc1ccccn1	2%	16%	0.2%	-0.7%	-0.6%	-2%	3.1	62	i	23	-62%
Cc1onc(-c2ccccc2)c1C(=O)N1CCCN2C(=O)c3ccccc3C21 (stereo unspecified)	-4%	2%	-0.1%	1.1%	-0.7%	-4%	2.0	48	i	21	13%
CC(=O)N/N=C(/c1ccccc1)C(O)c1ccccc1 (stereo unspecified)	-5%	-8%	0.1%	-1.5%	-0.2%	3%	-0.1	64	i	59	-16%[20 µM]
Cc1nc(-c2ccc(Cl)cc2)sc1C(=O)NNC(=O)C(C)C	11%	-2%	-0.2%	2.0%	-0.3%	-10%	0.4	55	i	45	-6%
CN(C)S(=O)(=O)c1ccc(-c2ccccc2)cc1	0%	7%	0.2%	14%	-0.4%	2%	-0.1	43	i	15	14%
COC(=O)c1ccc(NC(=O)C2CCCN2S(=O)(=O)c2ccc(C)cc2)cc1 (stereo unspecified)	4%	2%	-0.1%	-4.7%	0.2%	-3%	3.7	51	i	59	10%
COC(=O)c1[nH]c2cccc(C)c2c1NC(=O)CN1CCCc2ccccc21	4%	4%	0.2%	2.3%	0.0%	22%	3.3	53	i	40	-51%
CCCCS(=O)(=O)Nc1ccc(C(=O)NCC2CCCO2)cc1 (stereo unspecified)	14%	-19%	-0.1%	-2.1%	0.2%	-3%	-0.8	50	i	24	16%
CC12CC3(C)CC(C)(C1)CC(C(=O)NCc1ccccn1)(C2)C3	0%	-1%	0.0%	-2.0%	-0.9%	9%	0.3	37	i	39	-2%
CS(=O)(=O)n1nc(-c2ccc(Cl)cc2)nc1N	5%	8%	0.1%	nt	0.2%	-2%	2.1	23	i	48	-1%[20 µM]
COCCNC(=O)C(=O)N/N=C/c1ccccc1C(F)(F)F	5%	-5%	-0.3%	-6.0%	0.1%	4%	-3.8	88	i	55	5%
CCCCC(CC)CN1C(=O)/C(=C/c2ccncc2)SC1=S (stereo unspecified)	5%	18%	-0.1%	4.5%	?	-5%	20	54	i	38	-44%
CC(C)C(C)NC(=O)CN1C(=O)NC2(CCc3ccccc3C2)C1=O (stereo unspecified)	-15%	1%	-0.2%	-2.9%	-0.1%	-6%	2.1	55	i	63	-4%
CN(C)P(=NC(=O)COc1ccc(Cl)cc1Cl)(N(C)C)N(C)C	-6%	20%	-0.1%	4.2%	0.2%	-1%	1.0	68	i	32	-19%
Cc1nn(C)cc1CN(C)C(=O)c1ccc(OC2CCN(Cc3ccccn3)CC2)cc1	0%	-3%	-0.2%	5.4%	0.3%	-6%	0.1	62	i	12	-26%
O=C(N=Nc1c(O)n(Cc2ccccc2)c2ccccc12)c1ccncc1	7%	-2%	0.3%	5.9%	-0.3%	1%	5.0	67	i	22	-8%
COc1ccc(N(C(=O)COc2cccc(C)c2)S(=O)(=O)c2ccc(C)cc2)cc1	7%	-6%	0.2%	16%	-1.1%	-10%	0.5	36	i	55	27%
Cn1c(-c2ccc(F)cc2)cnc1NCc1cc2c(cc1[N+](=O)[O-])OCO2	6%	16%	1.4%	-0.4%	-1.5%	-8%	-1.4	70	i	35	-35%
O=C(NCCCN1CCOCC1)c1ccc(Br)cc1	-11%	6%	0.3%	-1.5%	0.2%	0%	0.3	71	i	1	-2%
Cc1cc(C)nc(SCC(=O)N/N=C/c2cccn2-c2cccc(C(F)(F)F)c2)n1	8%	-2%	-0.1%	1.0%	-0.3%	8%	2.4	75	i	17	-4%
C=CCc1cc(Cl)ccc1OCCCn1ccnc1	0%	4%	-0.1%	4.9%	-1.7%	9%	1.1	59	i	58	-1%
NC(=O)CCC(NS(=O)(=O)c1ccc(Cl)cc1)C(=O)NCc1ccccc1Cl (stereo unspecified)	66%	-18%	-0.4%	10%	-0.1%	-2%	-0.2	45	i	10	-3%
CCc1ccccc1NC(=O)CN(C)C(=O)CSc1nnc(Nc2cccc(C)c2)s1	-1%	5%	-0.3%	-3.7%	-1.4%	-4%	2.7	36	i	14	16%
Cc1ccc(OCC(=O)NNC(=O)C(=O)NC(C)(C)C)cc1	10%	-9%	0.1%	5.9%	-0.1%	6%	-0.1	36	i	31	20%
CCc1ccc(NC(=O)c2cc(-c3ccc4c(c3)OCO4)on2)cc1	11%	9%	0.0%	-5.4%	-0.8%	1%	-0.2	59	i	22	-20%
CCOC(=O)CC(=O)CSc1[nH]c(=O)cc(C)c1C#N	7%	-2%	-0.4%	-0.5%	0.2%	5%	-0.1	81	i	48	14%

Compounds were not picked by outcome; any-hit rate near 0.62%.
